RAM network inh: inhibitors of the yeast RAM network | inhibition, % at 50 µM | S. cerevisiae dse1pr::URA3 reporter, 5-FOA growth OD615, 2 d; analog-sensitive cbk1-as2 kinase mutant strain | actives 1.8% (n = 190,000) | AID 868;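 active means inhibition above a set limit, 3 SD over mean compound inhibition, cut at about 8.4% in these data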;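 further: 0% = DMSO-only wells with no growth and 100% = 10 µM 1-NA-PP1 full growth; inhibition rescues growth on 5-FOA so higher OD means more RAM inhibition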
ROMK mod: modulates human ROMK potassium channel activity | P48048 | actives 2% (n = 130,000) | B-score at 10 µM | AID 1918 | Tet-inducible ROMK, thallium flux fluorescence; actives lie on both sides;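 active means signal ratio slope over the read window, or its plate-corrected B-score, at least 3 SD from the plate mean, either direction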;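 further: B-score of the F/F0 ratio slope over 7 to 12 s after thallium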
STAT3 activator: STAT3 signaling activation | activation (% of control), % at 5.6 µM | U3A cells, IL-6 STAT3-luciferase reporter, luminescence; 100% = signal with IL-6 EC80 alone | actives 0.91% (n = 190,000);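 active means activation above the screen-wide mean of compound activation plus 3 SD, cut at about 130% in these data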;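 further: 0% = background luminescence of wells with medium and substrate only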
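Assay system – human STAT1-deficient U3A cells with stable STAT3-luciferase reporter · Also added – IL-6 (33 ng/mL) · Schedule – compound 1 h, then IL-6 6 h at 37 °C · Technique – reporter luminescence signal · Evaluation – % activation versus median of IL-6-stimulated wells · Benchmarks – IL-6-only wells as 100% reference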
STAT1 inh: STAT1 signaling inhibition; actives 0.35% (n = 200,000); inhibition, % at 5.5 µM; NIH 3T3 STAT1-luciferase reporter, IFN-gamma, luminescence; AID 920;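 active means inhibition above a set limit, the mean inhibition across all tested compounds plus 3 SD, cut at about 34% in these data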;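 further: 0% = IFN-gamma with DMSO and 100% = IFN-gamma with 300 µM nifuroxazide; values of inactives mirror those of a sister screen read the other way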
PPARg SRC1 recr: PPARgamma-driven SRC-1 recruitment agonism. actives 0.41% (n = 200,000). AID 631. PPARgamma-SRC-1 coactivator recruitment biochemical assay. activation, % at 8 µM. P37231; in the data active means activation above about 19%;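 further: 0% = DMSO and 100% = reference agonist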
Target sequence (P37231 whole entry, looked up): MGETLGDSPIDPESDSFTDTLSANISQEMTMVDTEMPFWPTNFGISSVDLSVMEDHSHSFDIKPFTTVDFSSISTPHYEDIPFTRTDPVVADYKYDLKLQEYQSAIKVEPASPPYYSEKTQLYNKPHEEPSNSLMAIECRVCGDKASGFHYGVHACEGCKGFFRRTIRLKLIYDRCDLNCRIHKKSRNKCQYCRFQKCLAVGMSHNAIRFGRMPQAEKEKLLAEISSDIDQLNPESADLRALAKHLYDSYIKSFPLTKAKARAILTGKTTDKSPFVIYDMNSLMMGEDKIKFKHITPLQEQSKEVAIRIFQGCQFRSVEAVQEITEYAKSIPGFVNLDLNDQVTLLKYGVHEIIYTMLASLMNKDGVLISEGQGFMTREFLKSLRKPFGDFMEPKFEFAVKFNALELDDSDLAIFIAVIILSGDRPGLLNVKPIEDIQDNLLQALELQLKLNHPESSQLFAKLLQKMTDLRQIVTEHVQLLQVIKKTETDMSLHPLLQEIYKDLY
PPARg SRC2 recr: PPARgamma-driven SRC-2 recruitment agonism. PPARgamma LBD-SRC-2 recruitment, biochemical. actives 0.34% (n = 200,000). activation, % at 8 µM. P37231; in the data active means activation above about 22%;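 further: 0% = vehicle and 100% = reference agonist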
TLR4 MyD88 comp: blocks binding of human TLR4 to MyD88. actives 0.18% (n = 200,000). inhibition, % at 8.4 µM. O00206+Q99836. HeLa CL3-4 TLR4/MyD88 BLA complementation, FRET ratio. AID 861; in the data active means inhibition above about 25%;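 further: 0% = vehicle and 100% = reference inhibitor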
SRC2 TRFRET art: counter-screen for PPARgamma SRC-2 recruitment agonists: TR-FRET artefact; active compounds read high; TR-FRET ratio at 8 µM; actives 0.4% (n = 200,000); in the data active means TR-FRET ratio above about 2000; further: inactives centre near 1500
PPARg SRC-3 ag: PPARgamma-driven SRC-3 recruitment agonism; biochemical PPARgamma/SRC-3 coactivator recruitment assay; activation, % at 8 µM; actives 0.26% (n = 200,000); AID 731; in the data active means activation above about 23%;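 further: 0% = DMSO and 100% = reference agonist; some compounds past the cut are filed as inactive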
STAT3 blocker: reduces IL-6 driven STAT3 reporter signal; actives 0.89% (n = 190,000); U3A cells, IL-6 STAT3-luciferase reporter, luminescence; host cell line lacks STAT1; inhibition, % at 5.5 µM;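 active means inhibition above the mean inhibition across all screened compounds plus 3 SD, cut at about 44% in these data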;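 further: 0% = DMSO only wells and 100% = 100 µM nifuroxazide control wells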
S1P3 antag: blocks the human S1P3 receptor; inhibition, % at 4.98 µM; CHO S1P3 NFAT-BLA reporter, FRET fluorescence, antagonist mode; AID 485; actives 0.27% (n = 170,000);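 active means inhibition above the plate cutoff, the mean inhibition of test wells on that plate plus 3 SD, cut at about 28% in these data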;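 further: cells challenged with S1P at its EC80 of 0.8 µM; blue over green emission ratio from cleaved BLA substrate after 4 h stimulation; 0% = S1P-stimulated wells and 100% = unstimulated DMSO-only wells; some compounds past the cut are filed as inactive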
Target sequence (Q99500 whole entry, looked up): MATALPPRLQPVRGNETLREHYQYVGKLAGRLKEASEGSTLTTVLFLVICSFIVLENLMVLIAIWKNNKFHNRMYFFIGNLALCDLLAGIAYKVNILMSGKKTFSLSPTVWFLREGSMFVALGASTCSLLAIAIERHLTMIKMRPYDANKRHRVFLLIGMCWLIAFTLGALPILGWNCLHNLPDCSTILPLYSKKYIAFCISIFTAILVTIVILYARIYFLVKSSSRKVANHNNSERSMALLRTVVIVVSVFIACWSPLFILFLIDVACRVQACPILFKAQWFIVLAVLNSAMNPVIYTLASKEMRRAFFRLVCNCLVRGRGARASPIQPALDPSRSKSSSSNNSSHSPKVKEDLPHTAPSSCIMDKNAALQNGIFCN
The depositor's hits bear a star; . = no result given.

The opening three entries as a preview:
SMILES	RAM network inh	ROMK mod	STAT3 activator	STAT1 inh	PPARg SRC1 recr	PPARg SRC2 recr	TLR4 MyD88 comp	SRC2 TRFRET art	PPARg SRC-3 ag	STAT3 blocker	S1P3 antag
COc1ccccc1N(C(=O)c1ccco1)C(C(=O)NC1CCCC1)c1cccnc1 (stereo not drawn)	0.5	-0.082	103	2	2	3	3	1507	-6	-2	.
O=C(COC(=O)C1=COCCO1)NC1CCCCCCC1	0.8	-0.61	105	-2	0	4	-15	1505	-3	0	-15
CCN(C(=O)[C@@H]1CCCN1C(=O)c1cccs1)c1nc2cc(Cl)ccc2s1	2.9	.	101	6	7	6	5	1693	3	1	-11

This part in full, repeating the preview:
SMILES	RAM network inh	ROMK mod	STAT3 activator	STAT1 inh	PPARg SRC1 recr	PPARg SRC2 recr	TLR4 MyD88 comp	SRC2 TRFRET art	PPARg SRC-3 ag	STAT3 blocker	S1P3 antag
COc1ccccc1N(C(=O)c1ccco1)C(C(=O)NC1CCCC1)c1cccnc1 (stereo not drawn)	0.5	-0.082	103	2	2	3	3	1507	-6	-2	.
O=C(COC(=O)C1=COCCO1)NC1CCCCCCC1	0.8	-0.61	105	-2	0	4	-15	1505	-3	0	-15
CCN(C(=O)[C@@H]1CCCN1C(=O)c1cccs1)c1nc2cc(Cl)ccc2s1	2.9	.	101	6	7	6	5	1693	3	1	-11
COc1ccc(NC(=S)NC2CC3CCC(C2)N3Cc2ccco2)cc1 (stereo not drawn)	0.9	-1.9	101	-11	3	-4	1	1571	0	6	-21
CC(=O)N1c2ccccc2C2(C)C(C1(C)C)C2(Cl)Cl (stereo not drawn)	0.7	-0.36	102	18	-2	3	-8	1371	-3	0	-16
CCOC(=O)N1CCN(CC(=O)Nc2ccc(C)cc2)CC1	-0.5	0.35	101	-2	0	0	-14	1545	2	-1	.
CC(C)CC(=O)NS(=O)(=O)c1ccc(NS(C)(=O)=O)cc1	-0.7	0.24	103	1	0	-6	4	1419	0	-1	-10
CC(=O)c1ccc(N2CCN(C(=S)Nc3ccc(Cl)c(Cl)c3)CC2)cc1	4.1	-0.47	98	9	6	3	-7	1724	4	3	0
COC(=O)c1ccccc1OCCCOc1ccc(C)cc1OC	0.3	-0.27	55	-11	1	-11	3	1452	13	59*	.
Cc1cc(C)c2c(n1)sc1c(N3CCOCC3)ncnc12	.	.	91	-4	-6	-1	3	1572	4	16	12
O=C(NCc1ccc(F)cc1)c1ccc(N2CCc3ccccc32)c([N+](=O)[O-])c1	5.7	-1.2	93	9	2	0	-17	1615	0	6	3
COC(=O)c1ccc(C2C(Oc3ccccc3)C(=O)N2CCc2ccc(OC)c(OC)c2)cc1 (stereo not drawn)	1.3	0.49	98	-1	0	7	4	1437	9	7	.
Cn1cnnc1SCc1ccc(C(=O)N/N=C/c2cccs2)cc1	1.6	0.00058	100	3	4	10	9	1552	1	4	-19
CC(C)C(C)(C#N)NC(=O)CSc1nnc(C(F)(F)F)n1C (stereo not drawn)	1.2	.	98	9	-1	2	-1	1536	-5	6	.
Cc1csc(NC(=O)CSc2nnc3ncccn23)n1	-0.9	.	101	1	3	7	-16	1541	-1	4	-26
O=[N+]([O-])c1cccc(-c2csc(Nc3ccccc3)n2)c1	2.5	-0.18	147*	-49	8	6	-4	1621	1	-46	21
C(=N\Nc1nc(N2CCOCC2)nc(N2CCOCC2)n1)/c1ccco1	3.0	0.69	93	1	5	6	-19	1618	-1	11	4
Cn1cc(Br)c(C(=O)NNC(=O)c2ccc(Cl)cc2)n1	2.1	-0.37	108	-26	3	-10	2	1393	-2	-7	2
O=C(OCCN=C1NS(=O)(=O)c2ccccc21)C1CC(=O)N(c2ccc3ccccc3c2)C1 (stereo not drawn)	2.6	-0.92	93	5	3	2	5	1523	6	5	.
O=C(CCSCCc1ccccn1)Nc1ccc(Cl)cn1	0.4	-0.34	101	-6	5	13	-1	1564	6	4	.
Cc1onc(-c2ccccc2)c1C(=O)Nc1nc2c(s1)CCCC2	0.8	0.99	99	-12	2	9	2	1448	0	4	-6
CN1C(=O)NC(c2ccc(O)cc2)C2=C1CN(c1ccc(O)cc1)C2=O (stereo not drawn)	0.6	0.93	93	3	6	10	18	1689	4	12	-12
CCCc1ccc(-c2ccc(C(=O)O)cc2)nc1	-0.7	0.14	84	-36	4	0	-1	1620	0	23	-20
CC(C)OC(=O)CSc1nnc2c3ccccc3n(C)c2n1	1.7	0.99	86	-3	4	-3	-12	1529	3	21	-13
COc1ccc(-n2c(SCC(=O)c3c(N)n(C)c(=O)n(C)c3=O)nc3ccccc32)cc1	1.0	.	107	2	6	6	0	1725	5	-9	-23
O=C1CN(CC(=O)N2CCOCC2)c2ccccc2O1	0.0	.	90	12	-1	7	1	1659	2	21	-22
Cn1c(C(=O)NCC2CCCO2)cc2oc3ccccc3c21 (stereo not drawn)	0.4	.	87	-49	2	3	-2	1633	0	20	-11
O=C(CSc1nc2ccccc2o1)N1CCN(C(=O)c2ccco2)CC1	1.1	.	107	0	-9	-1	-16	1521	-10	-3	8
C=CCn1c(-c2ccc(Cl)cc2)cnc1SC(C)C(N)=O (stereo not drawn)	1.0	-0.098	95	-5	-5	0	-19	1502	-3	10	17
Cc1ccc(C)c(NC(=O)CN(C)C(=O)Cc2ccccc2)c1	-0.1	.	101	-2	-6	5	-6	1685	6	-1	-13
CCOc1ccc(NC(=O)c2sc(NC(C)=O)c(C(=O)OC)c2C)cc1	2.2	.	92	-6	2	0	17	1594	1	12	-19
CC(C)OC(=O)NCCOC(=O)Nc1ccccc1Cl	0.9	-0.46	89	-1	7	-8	-27	1564	1	20	-8
CCCN1C(=O)CSC1=Nc1ccccc1	-0.5	0.011	102	0	-5	-1	-7	1464	2	2	-24
COc1ccc(C(=O)COC(=O)CCc2nc3ccccc3[nH]c2=O)cc1Br	4.7	0.3	97	-1	-2	-2	-10	1789	5	9	-18
O=C(Nc1ccc(-c2nnc(-c3ccccc3)o2)cc1)C(F)(F)F	1.1	.	104	-15	-10	0	6	1387	-5	1	22
CC(=O)N1CCN(c2ccccc2NC(=O)COc2ccccc2C)CC1	2.2	0.19	108	1	4	9	-5	1547	3	-7	4
Cc1nc2cc(-c3ccc(Cl)cc3)nn2c(NCCN(C)C)c1C	0.4	-0.38	151*	-10	5	6	14	1641	5	-47	-9
O=C(NCc1ccc(F)cc1Cl)C1CCN(S(=O)(=O)N2CCC3(CC2)OCCO3)CC1	1.3	.	100	0	3	7	-9	1600	6	4	18
CC(C)(c1ccccc1)c1ccc(OCCN)cc1	2.2	-2.6*	105	-11	-3	5	6	1450	1	-3	7
O=C(Nc1ccc2c(c1)CCC2)c1ccccc1	0.8	.	84	-89	-7	15	-10	1467	1	16	4
CC(=O)N1CCN(c2ccc(Oc3nnnn3-c3ccccc3)cc2)CC1	-0.3	.	94	-2	-4	2	-2	1536	-9	11	-10
CCC(=O)Nc1ccc2c(c1)ncn2-c1ccccc1OC	0.7	0.13	94	-5	10	-4	9	1533	-4	8	5
CCOc1ccccc1-c1nc(-c2cccc(Br)c2)no1	8.7*	-0.22	114	-1	-1	11	-5	1756	9	-16	.
Oc1ccc2ccccc2c1CNc1cnc2ccccc2c1	1.4	-0.37	146*	3	1	5	2	1495	-4	-58	.
Clc1ccc(-c2c[n+]3c(n2-c2ccccc2)SCC3)cc1	0.2	0.44	93	17	7	4	-6	1704	5	12	-16
Cc1cc(C)cc(N(CC(=O)NCCSCc2ccco2)S(C)(=O)=O)c1	1.1	-0.0071	99	-4	1	-3	-6	1514	5	4	-13
CCCNS(=O)(=O)c1cccc(C(=O)NC2CCCc3ccccc32)c1 (stereo not drawn)	0.1	-1.1	99	2	1	12	-4	1396	-4	-2	.
O=C(NC1CC1)C1=C[C@H](c2ccccc2)C[C@H](OCc2ccc(CO)cc2)O1	0.6	.	.	11	7	-2	-1	1654	2	.	-5
CN(Cc1nc2ccccc2[nH]1)Cc1nc(CC2CC2)no1	-0.8	0.23	92	-9	-4	-2	-12	1596	-1	19	-3
Cc1ccc(N=Cc2ccc(N(C)C)cc2)cc1C	0.6	0.68	100	1	0	-3	-7	1673	3	2	-20
Next records follow:
SMILES	RAM network inh	ROMK mod	STAT3 activator	STAT1 inh	PPARg SRC1 recr	PPARg SRC2 recr	TLR4 MyD88 comp	SRC2 TRFRET art	PPARg SRC-3 ag	STAT3 blocker	S1P3 antag
CC1CCN(CCCNC(=O)c2cn(C)c3ccc(S(=O)(=O)N4CCCC4)cc3c2=O)CC1	0.8	.	94	3	10	5	5	1627	6	11	-18
Cc1ccc(S(=O)(=O)N2CCOCC2)cc1NC(=O)COc1ccc(-c2nnco2)cc1	0.8	.	103	3	7	4	-5	1735	4	-1	-6
O=C(Cn1nc(-c2ccccc2)c2ccccc2c1=O)Nc1ccc2c(c1)nc1n2CCOC1	2.9	0.26	97	-7	-1	-7	11	1413	3	11	-14
CCN(CC)S(=O)(=O)c1ccc(/C=C/C(=O)OCC(=O)c2c(N)n(C)c(=O)n(C)c2=O)cc1	2.1	0.45	100	7	-1	-2	-8	1680	2	3	-16
O=C(Nc1ccc2c(c1)OCO2)c1cccc2c1C(=O)N(C1CCCCC1)C2	2.5	0.051	90	8	-1	-1	-2	1406	0	13	-8
Cc1ccc(CSCc2ccc(C(=O)NC3CCCC3)o2)cc1	2.4	-1.7	111	8	-11	-13	-10	1284	0	0	-8
COc1cc2c(cc1NC(=O)C(C)OC(=O)c1ccc(S(=O)(=O)Nc3ccccc3Cl)cc1)oc1ccccc12 (stereo not drawn)	11*	0.14	141*	-4	-1	3	-14	1401	4	-41	12
Cc1cccc(Sc2nc(-c3ccccc3)ccc2C#N)c1	11*	0.91	103	1	4	2	3	1639	12	4	.
O=C1OC(/C=C/c2ccccc2)=NC/1=C\c1cccnc1	1.3	-0.14	107	-7	5	1	10	1417	3	-8	-15
Cc1nn(C)cc1C(N)=O	4.2	.	106	8	-2	4	2	1550	6	2	0
Cc1cc(C)n(-c2nc3ccccc3c(=O)n2OCC(=O)OCc2ccccc2)n1	5.0	-1.6	99	-5	11	5	-9	1528	5	10	12
COc1ccc(S(=O)(=O)N(C)CC(=O)NCCC2=CCCCC2)cc1	4.4	.	94	-2	9	11	3	1701	7	10	.
CC(C)NS(=O)(=O)c1ccc(Oc2ncc(C(F)(F)F)cc2Cl)cc1	5.0	.	106	-4	-3	-3	-1	1521	-9	-5	.
c1ccc(-c2csc3ncnc(NCCN4CCOCC4)c23)cc1	2.5	.	80	11	3	-4	-25	1589	2	26	-5
CC(=O)Nc1ccc(NC(=O)C2CCN(C(=O)c3ccc([N+](=O)[O-])cc3)CC2)cc1	0.1	-0.04	94	-9	-8	-5	-2	1486	1	12	-21
CCCNC(=O)COC(=O)c1ccc(OCC(=O)Nc2ccccc2OC)c(OC)c1	1.7	0.39	99	-3	0	6	10	1521	8	-1	.
Nc1nc2c(Cl)cc(Cl)cc2s1	0.1	-0.00016	93	-18	4	-1	-4	1741	6	14	-11
